Assay outcomes (PubChem)
TrxR1 substrate: qHTS Assay for Substrates of Mammalian Selenoprotein Thioredoxin Reductase 1 (TrxR1): qHTS. purified TrxR1 substrate turnover, NADPH consumption readout. Thioredoxin reductase 1, cytoplasmic (Rattus norvegicus), O89049. Potency, µM (highest dose often 114 µM), for inactives: at the top dose activity change, negative = substrate turnover. 390,000 compounds, 0.01% hits; note: potency is the fitted concentration of half-maximal effect; % is set by controls: 0 for no effect and ±100 for the full control effect; nearly all actives have a fitted effect of over 50% in size
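Rat TrxR1, dispensed at 90 nM, was prereduced with 400 uM NADPH (final) for 5 min at ~22 deg C, then incubated with compound 15 min before 400 uM selenite. A first-read NADPH fluorescence drop versus no-compound background flagged substrates.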
D2 ag: HTS Assay for Allosteric Agonists of the Human D2 Dopamine Receptor: Primary Screen for Agonists; HEK293 T-REx D2 cells, calcium flux agonist mode; activation, % at 2 µM; 340,000 compounds, 0.53% hits; AID 485358, 2010;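 active = activation over 3 SD above normal in the single-dose calcium agonist read, cut at about 30% in these data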; note: 0% is about no effect
Target sequence (P14416 whole entry, looked up): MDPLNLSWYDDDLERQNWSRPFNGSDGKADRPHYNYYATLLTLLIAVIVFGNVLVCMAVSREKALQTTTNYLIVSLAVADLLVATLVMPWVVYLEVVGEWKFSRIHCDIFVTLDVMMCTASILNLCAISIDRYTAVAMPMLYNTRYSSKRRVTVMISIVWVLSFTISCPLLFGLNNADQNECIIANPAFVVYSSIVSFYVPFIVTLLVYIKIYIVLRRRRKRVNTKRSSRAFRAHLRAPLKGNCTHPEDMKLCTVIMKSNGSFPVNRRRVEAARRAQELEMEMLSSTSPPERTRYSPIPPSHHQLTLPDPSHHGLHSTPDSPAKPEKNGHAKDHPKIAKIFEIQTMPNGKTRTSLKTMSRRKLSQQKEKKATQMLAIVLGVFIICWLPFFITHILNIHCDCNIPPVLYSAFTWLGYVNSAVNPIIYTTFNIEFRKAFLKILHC
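Tetracycline-induced HEK293 T-REx cells with force-coupled D2 receptor, plated overnight at 30 C, loaded with no-wash calcium dye. After a 10 s baseline, compound was pin-added and calcium flux read kinetically for 180 s; calcium rises flagged agonists.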
mIDH1 inhibitor: qHTS for Inhibitors of mutant isocitrate dehydrogenase 1 (IDH1): qHTS | Isocitrate dehydrogenase [NADP] cytoplasmic (Homo sapiens), O75874 | IDH1-R132H enzyme, NADPH consumption, diaphorase/resazurin fluorescence | Potency, µM (series often up to 76.6 µM), without a hit: top-dose activity change, negative = inhibition, usual class: inhibitors | 390,000 compounds, 0.093% hits; note: potency is the fitted concentration of half-maximal effect; % is set by controls: 0 for no effect and ±100 for the full control effect; nearly all actives have a fitted effect of over 65% in size
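IDH1-R132H (0.5 ug/mL dispensed) in pH 7.5 Tris buffer was preincubated 30 min with compound, then given a substrate mix of 0.016 mM NADPH and 2 mM alpha-KG for 80 min at room temperature; remaining NADPH was read by diaphorase/resazurin fluorescence.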
PI4K2A block: qHTS for small molecular inhibitors of PI4K2A; Phosphatidylinositol 4-kinase type 2-alpha (Homo sapiens), Q9BTU6; activity change, negative = inhibition, % at 76.9 µM; purified PI4K2A, ADP-Glo luminescence, 1 h; stronger effect = lower value; 420,000 compounds, 0.13% hits; in the data active = activity change below about -50%; inconclusive = mostly about -30% to -49%;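 note: -100% = wells without enzyme as full effect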
Target sequence (Q9BTU6 whole entry, looked up): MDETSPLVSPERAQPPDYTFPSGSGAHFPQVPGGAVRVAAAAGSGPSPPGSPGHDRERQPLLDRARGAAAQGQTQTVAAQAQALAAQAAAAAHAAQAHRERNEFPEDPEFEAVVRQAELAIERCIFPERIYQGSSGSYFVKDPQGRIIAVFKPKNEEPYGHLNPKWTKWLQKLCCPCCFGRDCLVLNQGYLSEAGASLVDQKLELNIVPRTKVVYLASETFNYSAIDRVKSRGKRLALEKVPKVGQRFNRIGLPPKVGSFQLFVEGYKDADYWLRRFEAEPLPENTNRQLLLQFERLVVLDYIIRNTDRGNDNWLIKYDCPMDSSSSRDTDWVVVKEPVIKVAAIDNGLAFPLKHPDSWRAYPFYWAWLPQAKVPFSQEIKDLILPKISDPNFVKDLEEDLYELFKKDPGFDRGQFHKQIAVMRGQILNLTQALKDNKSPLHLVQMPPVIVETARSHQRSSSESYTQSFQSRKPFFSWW
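PI4K2A activity was measured by ADP-Glo luminescence: enzyme (4 ug/mL stock) and phosphatidylinositol (1.2 mM stock) in Tris pH 7.5/MgCl2/EGTA/Triton X-100 buffer were reacted with ATP (300 microM stock) for one hour at ambient temperature.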
TRHR agonist: qHTS for Small Molecule Agonists and Allosteric Enhancers of Human TRH Receptor: Primary Screen for Agonists. Thyrotropin-releasing hormone receptor (Homo sapiens), P34981. TRHR cells, calcium flux fluo-8, FDSS agonist mode. activation, % at 2 µM. 360,000 compounds, 0.18% hits; in the data active = activation above about 30%; note: 0% is about no effect
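Agonist-mode FDSS calcium read (Ex 480/Em 530, 1 s cycles) in 1536-well TRHR cells with fluo-8 dye, after 10-cycle baseline and 23 nL compound addition; TRH at EC20 (10 nM final) added afterwards for the enhancer phase.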
TRHR PAM: qHTS for Small Molecule Agonists and Allosteric Enhancers of Human TRH Receptor: Primary Screen for Enhancers. TRHR cells, fluo-8 calcium fluorescence, EC20 TRH enhancement. enhancement, % at 2 µM. Thyrotropin-releasing hormone receptor (Homo sapiens), P34981. AID 493056, 2011. 360,000 compounds, 0.66% hits; in the data active = enhancement above about 30%; note: 0% is about no effect
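Enhancer read-out: after compound pinning and an initial kinetic agonist-mode read, an EC20 of TRH (10 nM final) was injected and fluo-8 calcium signal (Ex 480/Em 530) followed at 1 s/cycle for 100 cycles in TRHR-expressing cells.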
TrxR1 inh: qHTS Assay for Inhibitors of Mammalian Selenoprotein Thioredoxin Reductase 1 (TrxR1): qHTS; Potency, µM (series often up to 114 µM), for inactives: at the top dose activity change, negative = inhibition, usual class: inhibitors; 390,000 compounds, 1% hits; Thioredoxin reductase 1, cytoplasmic (Rattus norvegicus), O89049; recombinant rTrxR1, NADPH fluorescence consumption, selenite substrate; note: potency is the fitted concentration of half-maximal effect; % is set by controls: 0 for no effect and ±100 for the full control effect; nearly all actives have a fitted effect of over 65% in size
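Rat TrxR1 (90 nM in the dispensed reagent) was pre-reduced with 400 uM NADPH for 5 min at room temperature, then incubated with compound for 15 min. After 400 uM selenite was added, NADPH fluorescence (Ex 340/Em 450 nm) was followed for 8 min.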
D2 antagonist: HTS Assay for Allosteric Antagonists of the Human D2 Dopamine Receptor: Primary Screen for Antagonists. HEK293 TREx D2 cells, calcium flux, dopamine EC80. AID 485344, 2010. 340,000 compounds, 2% hits. D(2) dopamine receptor (Homo sapiens), P14416. inhibition, % at 10 µM; in the data active = inhibition above about 30%; note: 0% is about no effect
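In this primary screen, negative modulation is detected by tracking calcium flux after an EC80 dopamine challenge in inducible HEK293 T-REx D2 cells preexposed to test compound for 180 s.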
USP1-UAF1 inh: Inhibitors of USP1/UAF1: Primary Screen. Ubiquitin carboxyl-terminal hydrolase 1 (Homo sapiens), O94782. recombinant USP1/UAF1, Ub-Rhodamine cleavage fluorescence. Potency, µM (series often up to 57.1 µM), for inactives: at the highest dose activity change, negative = inhibition, usual class: inhibitors. 390,000 compounds, 0.23% hits; note: potency is the fitted concentration of half-maximal effect; % is set by controls: 0 for no effect and ±100 for the full control effect; nearly all actives have a fitted effect of over 60% in size; inactives centre near -12
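1 nM enzyme complex + cpd, 15 min RT; start with Ub-Rho 150nM final; kinetic fluorescence ex 480/em 540, 6 reads q60 s. Buffer 50mM HEPES pH 7.8, 0.5mM EDTA, 0.1 mg/ml BSA, 1mM TCEP, 0.01% Tween-20.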
Numbers without * were called inactive; ? = inconclusive; · = not tested or not shown; [ ] = another dose, or the depositor's remark. Unless noted, calls come from the whole dose curve; as a rule, active = well fitted inhibition curve with a large enough effect; inconclusive = small, poorly fitted or top-dose-only effect; inactive = no such curve, though single readings can be large or run the other way.

SMILES	TrxR1 substrate	D2 ag	mIDH1 inhibitor	PI4K2A block	TRHR agonist	TRHR PAM	TrxR1 inh	D2 antagonist	USP1-UAF1 inh
COC(=O)c1cc(S(=O)(=O)NCc2ccc3c(c2)OCO3)cn1C	6%	·	-2%	2	0.3	14	20%	·	-31%
O=S(=O)(c1ccc(SCCOc2cccc(Br)c2)nc1)N1CCCC1	-8%	0.2	5%	2	3.2	-3	-8%	42*	-15%
O=C(NNC(=O)c1ccccc1C(=O)O)c1ccc(S(=O)(=O)N2CCCCC2)cc1	10%[57.1 µM]	-1.0	0%	2	0.1	0	23%[57.1 µM]	-7	-13%
O=C(NCc1ccccn1)c1ccc(Cl)c(S(=O)(=O)N2CCCCC2)c1	1%[57.1 µM]	0.1	6%	2	0.0	-3	24%[57.1 µM]	3	-8%
CSc1ccc(CN(C)C(=O)c2cc(=O)c3ccccc3o2)cc1	0%	-0.9	-8%	5	-1.0	17	10%	-14	-13%
CC(=O)c1ccc(S(=O)(=O)N(C)CC(=O)N2CCCCCC2)cc1	-1%	0.5	16%	0	0.5	-3	19%	-20	-17%
COc1ccc(CC(=O)NNC(=O)CSc2nnc(Cc3ccc(OC)cc3)n2-c2ccccc2)cc1	-1%	-1.8	2%	-4	0.0	13	-7%	-18	-11%
CCCc1c(O)nc(SCC(=O)NCc2ccco2)[nH]c1=O	-10%	0.6	10%	2	0.4	4	-25%	-1	-6%
COC(=O)c1cc(NC(=O)CCc2c(C)nc3c(c(C)nn3C(C)(C)C)c2C)cc(C(=O)OC)c1	4%	0.4	-24%	-5	0.1	-3	26%	·	?
O=C(O)c1cccc(N/N=C/c2cc(Br)cc(Br)c2O)c1	-6%	-0.2	-1%	-1	0.5	-3	-9%	-9	-15%

By substructure, the entries above containing a COOH group
SMILES	TrxR1 substrate	D2 ag	mIDH1 inhibitor	PI4K2A block	TRHR agonist	TRHR PAM	TrxR1 inh	D2 antagonist	USP1-UAF1 inh
O=C(NNC(=O)c1ccccc1C(=O)O)c1ccc(S(=O)(=O)N2CCCCC2)cc1	10%[57.1 µM]	-1.0	0%	2	0.1	0	23%[57.1 µM]	-7	-13%
O=C(O)c1cccc(N/N=C/c2cc(Br)cc(Br)c2O)c1	-6%	-0.2	-1%	-1	0.5	-3	-9%	-9	-15%

Entries listed so far with a carbonyl joined to an NH by a bond outside any ring:
SMILES	TrxR1 substrate	D2 ag	mIDH1 inhibitor	PI4K2A block	TRHR agonist	TRHR PAM	TrxR1 inh	D2 antagonist	USP1-UAF1 inh
O=C(NNC(=O)c1ccccc1C(=O)O)c1ccc(S(=O)(=O)N2CCCCC2)cc1	10%[57.1 µM]	-1.0	0%	2	0.1	0	23%[57.1 µM]	-7	-13%
O=C(NCc1ccccn1)c1ccc(Cl)c(S(=O)(=O)N2CCCCC2)c1	1%[57.1 µM]	0.1	6%	2	0.0	-3	24%[57.1 µM]	3	-8%
COc1ccc(CC(=O)NNC(=O)CSc2nnc(Cc3ccc(OC)cc3)n2-c2ccccc2)cc1	-1%	-1.8	2%	-4	0.0	13	-7%	-18	-11%
CCCc1c(O)nc(SCC(=O)NCc2ccco2)[nH]c1=O	-10%	0.6	10%	2	0.4	4	-25%	-1	-6%
COC(=O)c1cc(NC(=O)CCc2c(C)nc3c(c(C)nn3C(C)(C)C)c2C)cc(C(=O)OC)c1	4%	0.4	-24%	-5	0.1	-3	26%	·	?

(listing goes on)
SMILES	TrxR1 substrate	D2 ag	mIDH1 inhibitor	PI4K2A block	TRHR agonist	TRHR PAM	TrxR1 inh	D2 antagonist	USP1-UAF1 inh
O=C(O)CSc1nnc(COc2cccc3ccccc23)o1	-3%[57.1 µM]	-1.3	-8%	-3	0.1	-5	17%[57.1 µM]	13	-18%
NC(=O)CNC(=O)[C@@H]1CC2(CC(c3cccc(Br)c3)=NO2)CN1C(=O)c1ccc(Br)cc1 (stereo partly specified)	5%[57.1 µM]	0.2	23%	-1	2.3	-1	10%[57.1 µM]	-4	-26%
O=C(NCC1CCCCC1)c1cc2ccccc2cc1O	-3%	0.5	-13%	0	0.1	-10	13%	25	-12%
O=S(=O)(NCc1ccc(Cl)cc1)c1ccc(N2CCCCS2(=O)=O)cc1	-4%[57.1 µM]	-3.2	0%	0	-1.5	-1	2%[57.1 µM]	·	-10%
CCOC(=O)c1ccc(NC(=O)C2CCN(S(=O)(=O)Cc3ccccc3)CC2)cc1	62%[activator]	-0.1	-5%	-2	-0.4	4	-16%	·	-15%
CCOC(=O)C1=C(COC(=O)c2cccnc2Cl)NC(=O)NC1C (stereo unspecified)	6%[57.1 µM]	0.4	1%	-4	0.3	10	10%[57.1 µM]	15	-19%
COC(=O)c1c(C)[nH]c(C)c1-c1cccc([N+](=O)[O-])c1	-2%[57.1 µM]	-1.3	1%	2	-3.5	3	21%	5	-5%
CC(=N\Nc1ccccc1)/C(=N/O)C(=O)Nc1ccccc1	5%[57.1 µM]	-1.1	-1%	-1	0.6	5	11%[57.1 µM]	-12	-17%
COc1cc(/C=N/Nc2ccccc2)ccc1O	4%	0.0	5%	-1	-0.3	6	-10%	23	-22%
Cc1nn(C)c(=O)n1N(C)c1ncc(C(F)(F)F)cc1Cl	12%[57.1 µM]	0.5	6%	3	0.8	3	21%[57.1 µM]	-8	-13%
COC(=O)Cc1cnc(NC(=O)C2C3CCC(C3)C2C(=O)O)s1 (stereo unspecified)	4%[57.1 µM]	0.1	-6%	-1	0.2	5	-4%[57.1 µM]	-7	-4%
CCOC(=O)c1c(C)oc2ccc(OCC(=O)N(CC)CC)cc12	3%	-1.2	6%	-4	-1.5	5	30%[57.1 µM]	-7	-2%
C=CCNC(=O)c1csc(-c2ccccc2)n1	-5%	1.5	3%	2	-1.4	0	-10%	11	-22%
Cc1ccc(NC(=O)Cc2n[nH]c(=O)c3ccccc23)cc1S(=O)(=O)N1CCCCCC1	3%	-0.1	-2%	3	0.0	-5	11%	26	-19%
COc1cc2ccccc2cc1C(=O)Nc1ccc(Cl)cn1	12%	-0.5	4%	2	0.1	-7	17%	1	2%
COc1ccccc1C(=O)Nc1ccnn1C1CCN(Cc2cn(C)c3ccccc23)CC1	5%	0.0	-2%	0	-0.1	0	12%	62*	-20%
CCc1noc(C)c1C(=O)OCC(=O)N(CC)c1c(N)n(Cc2ccccc2)c(=O)[nH]c1=O	4%	0.4	5%	-5	0.2	5	9%	7	-17%
CCC1CCC(C(=O)NC(C(=O)NCCc2ccc(S(N)(=O)=O)cc2)C(C)C)CC1 (stereo unspecified)	12%	0.5	0%	-6	0.1	1	47%[activator]	-20	-11%
O=C(CN1CCOC1=O)N1CCCC(N2CCN(c3cccc(C(F)(F)F)c3)CC2)C1 (stereo unspecified)	-3%	-0.1	0%	1	0.4	-6	?	-5	2%
COc1cc(C(=O)Nc2cc(C)ccn2)cc(OC)c1OC	-3%	-0.7	9%	-2	0.1	0	6%[57.1 µM]	-4	-11%
COc1ccc2c(c1)c1ncn(Cc3ccc(F)cc3)c(=O)c1n2C	18%[57.1 µM]	-1.5	5%	0	-0.1	-2	-15%[57.1 µM]	3	-19%
O=C(O)CSc1ccnc2cc(Cl)ccc12	8%[57.1 µM]	0.0	-5%	-9	0.0	2	16%[57.1 µM]	2	-16%
COC(=O)C(C(=O)OC)C1C=CCN(C(C)=O)C1 (stereo unspecified)	-1%	·	11%	0	·	·	-15%	·	-20%
Cn1nnnc1NCc1cccc(Cl)c1Cl	-5%	·	0%	0	-0.5	0	11%	·	-17%
Cc1[nH]c2ccc(C(=O)NCCCN3CCOCC3)cc2c1C	-5%	1.5	8%	5	0.1	9	?	-4	-20%
O=C(CCS(=O)(=O)c1ccc(Cl)cc1)Nc1ccc(N2CCOCC2)cc1	2%	1.1	-2%	3	-0.1	3	-8%	-3	-7%
CCC(=O)N1c2ccc(S(=O)(=O)N3CCN(c4ccccc4)CC3)cc2CC1C (stereo unspecified)	1%	0.3	-7%	1	-0.8	-1	10%	·	-26%
O=C(COc1ccccc1F)Nc1ccccc1C(=O)NC1CC1	-1%	·	8%	-3	-0.1	-7	0%	·	-22%
O=C(CCC(=O)NNC(=O)COc1ccccc1)NCc1ccccc1	5%[57.1 µM]	-1.2	-8%	-3	0.1	-8	13%[57.1 µM]	-5	-9%
COCCCn1c(C(=O)Nc2ccc3c(c2)OCO3)cc2c(=O)n3ccccc3nc21	-9%	0.1	0%	-2	-0.3	-1	-22%	-7	-16%
COc1cccc(C2CC(=O)Nc3cc4c(cc32)CCC4)c1 (stereo unspecified)	-7%	-1.3	6%	5	-0.7	-1	13%	10	-17%
